# Source: PubChem (The Scripps Research Institute Molecular Screening Center)
# FBW7 activator: FBW7 E3 ligase activators, primary screen, biochemical, AlphaScreen, human; normalized activity (activation), % at 26.1 µM; AlphaScreen FBW7–phospho-cyclin E peptide binding, activator screen; 650,000 compounds, 0.13% hits; in the data active = normalized activity above about 1.9%;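 also: purified mutant Fbw7 with reduced substrate affinity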
# Target sequence (Q969H0 whole entry, looked up): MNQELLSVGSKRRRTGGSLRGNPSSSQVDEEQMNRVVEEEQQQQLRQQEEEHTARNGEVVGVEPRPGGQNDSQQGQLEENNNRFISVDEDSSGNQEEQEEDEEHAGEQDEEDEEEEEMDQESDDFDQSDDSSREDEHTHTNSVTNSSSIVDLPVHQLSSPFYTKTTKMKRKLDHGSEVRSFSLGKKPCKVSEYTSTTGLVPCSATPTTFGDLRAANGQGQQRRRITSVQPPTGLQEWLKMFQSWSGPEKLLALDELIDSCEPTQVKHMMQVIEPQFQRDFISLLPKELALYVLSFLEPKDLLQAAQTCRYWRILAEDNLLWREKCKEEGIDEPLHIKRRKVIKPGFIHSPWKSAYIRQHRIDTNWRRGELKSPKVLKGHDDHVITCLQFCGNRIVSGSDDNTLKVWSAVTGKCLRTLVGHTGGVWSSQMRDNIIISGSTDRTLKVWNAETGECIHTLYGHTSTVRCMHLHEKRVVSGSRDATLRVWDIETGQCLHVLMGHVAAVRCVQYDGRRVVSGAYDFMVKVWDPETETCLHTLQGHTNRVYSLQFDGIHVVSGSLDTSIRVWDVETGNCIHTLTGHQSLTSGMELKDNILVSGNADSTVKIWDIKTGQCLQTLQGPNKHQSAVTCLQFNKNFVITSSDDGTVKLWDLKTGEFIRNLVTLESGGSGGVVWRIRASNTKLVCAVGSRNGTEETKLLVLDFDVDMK
# GPR151 ag: activators of human GPR151, primary screen, cell-based, PathHunter beta-arrestin, luminescence; PathHunter beta-arrestin GPR151 cells; activation, % at 11.2 µM; AID 1508602, 2020; 650,000 compounds, 1% hits; in the data active = activation above about 4.9%;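 also: 0% = median of compound wells and 100% = cells with positive control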
# Target sequence (Q8TDV0 whole entry, looked up): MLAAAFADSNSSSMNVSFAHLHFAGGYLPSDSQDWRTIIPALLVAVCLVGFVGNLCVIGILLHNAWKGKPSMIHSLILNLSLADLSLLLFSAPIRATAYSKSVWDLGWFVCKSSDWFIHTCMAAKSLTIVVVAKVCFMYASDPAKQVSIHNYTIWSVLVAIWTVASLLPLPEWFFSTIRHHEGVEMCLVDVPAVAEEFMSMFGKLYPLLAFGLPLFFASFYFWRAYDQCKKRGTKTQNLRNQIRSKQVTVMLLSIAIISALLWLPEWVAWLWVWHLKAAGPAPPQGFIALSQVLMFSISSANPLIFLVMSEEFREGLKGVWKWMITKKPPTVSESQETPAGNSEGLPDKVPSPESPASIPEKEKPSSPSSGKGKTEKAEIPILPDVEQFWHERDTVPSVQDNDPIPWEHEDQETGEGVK
# MITF primary: MITF inhibitors, primary screen, biochemical, AlphaScreen, human. AID 1259374, 2018. AlphaScreen MITF homodimerization, bead proximity signal. 650,000 compounds, 0.91% hits. inhibition, % at 2.6 µM; in the data active = inhibition above about 50%;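 also: 0% = vehicle wells with protein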
# TEAD-YAP inh: TEAD-YAP interaction inhibition, primary screen, TEAD-YAP interaction inhibitor project, luminescence, HEK-TIYL cells. inhibition, % at 9.12 µM. 640,000 compounds, 1.4% hits. TEAD-Gal4/YAP UAS-luciferase luminescence; in the data active = inhibition above about 32%;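 also: 0% = median of test compound wells and 100% = reference inhibitor wells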
# Starred values were filed as active, the others as inactive.
no.	canonical_smiles	GPR151 ag	MITF primary
1	C/C(=N\NC(=O)c1ccc(C)cc1)c1ccccn1	-0.5	-8
2	CC(=O)Nc1ccc2nc(-c3ccncc3)[nH]c2c1	-0.9	-13
3	Cc1ccc(C(c2ccc(C)o2)c2cc(Br)cc([N+](=O)[O-])c2O)o1	-1.3	2
4	O=C(Nc1ccc(N2CCCC2)c(Cl)c1)c1cc2ccccc2o1	1.0	5
5	CCCCC1CN(CCC(=O)NCC(C)(C)CO)Cc2ccccc2O1 (configuration not stated)	0.1	-11
6	CCN(CC)c1ccc(NC(=O)CN2CCN(S(=O)(=O)c3cc(Cl)ccc3OC)CC2)cc1	-0.3	13
7	C=CCCC(=O)NCc1cc(NC(=O)C2(c3ccc(Cl)cc3)CC2)cc(C(=O)OC)c1	4.4	5
8	Cc1ccc([N+](=O)[O-])c2c1C(N1CCCCC1)C(C)(C)O2 (configuration not stated)	-1.2	-18
9	COc1cccc(Cn2nc(C)c([N+](=O)[O-])c2C)c1	0.9	-5
10	CN(C(=O)COC(=O)c1cnc(Cl)c(Cl)c1)C1CCS(=O)(=O)C1 (configuration not stated)	1.3	7

no.	TEAD-YAP inh	FBW7 activator
1	-25	0.2
2	-8	0.1
3	-10	-0.1
4	-74	0.7
5	1	-0.1
6	19	-0.2
7	1	0.3
8	0	-0.1
9	3	-0.2
10	2	0.0

# Complete entries, quoted from the list. Screens in order: GPR151 ag, MITF primary, TEAD-YAP inh, FBW7 activator
# Shown for Cc1ccc([N+](=O)[O-])c2c1C(N1CCCCC1)C(C)(C)O2 (configuration not stated) : -1.2, -18, 0, -0.1
# Shown for C/C(=N\NC(=O)c1ccc(C)cc1)c1ccccn1 : -0.5, -8, -25, 0.2

# Returning to the listing, repeating the two entries before the break.
no.	canonical_smiles	GPR151 ag	MITF primary
9	COc1cccc(Cn2nc(C)c([N+](=O)[O-])c2C)c1	0.9	-5
10	CN(C(=O)COC(=O)c1cnc(Cl)c(Cl)c1)C1CCS(=O)(=O)C1 (configuration not stated)	1.3	7
11	Cc1cc2c(c(=O)n1CCN(C)C)C(c1ccc3c(c1)OCO3)C(C#N)=C(N)O2 (configuration not stated)	-0.2	-6
12	CC1CN(CCCOc2ccc(Cl)cc2Br)CC(C)O1 (configuration not stated)	0.4	33
13	COc1ccc(/C=N/NC(=O)CNC(=O)c2ccc(F)cc2)cc1	-1.8	11
14	Cc1nn(C)cc1S(=O)(=O)NCCCN(C)C	-1.0	-2
15	CCC1CCCCN1C(=O)c1cc2ccccc2oc1=O (configuration not stated)	-0.5	13
16	CC1=C(C(=O)Nc2cccnc2)C(c2cccc(OCc3ccccc3)c2)n2ncnc2N1 (configuration not stated)	1.8	16
17	O=[N+]([O-])c1cc(Cl)cc(/C=N/Nc2nnc3c(n2)[nH]c2ccccc23)c1O	-0.1	7
18	CCOC(=O)C1(Cc2ccccc2Cl)CCN(C(=O)c2ccoc2C)CC1	0.8	8
19	COc1ccccc1OCc1cc(C(=O)NCCN2CCCC(O)C2)no1 (configuration not stated)	-0.3	1
20	CCOC(=O)C(C(=O)OCC)N(C#N)c1nc(N(C)C)nc(N(C)C)n1	-0.7	7

no.	TEAD-YAP inh	FBW7 activator
9	3	-0.2
10	2	0.0
11	-8	0.0
12	-20	0.1
13	-5	0.0
14	-3	0.2
15	-4	-0.1
16	8	0.7
17	0	0.1
18	-33	-0.1
19	-6	-0.1
20	3	-0.1

no.	canonical_smiles	GPR151 ag	MITF primary
21	CC1=Nc2ccc(C)cc2/C1=C/c1c(N)n2c(S(C)(=O)=O)nsc2nc1=O	0.7	-2
22	COc1ccc(N2C(=O)CC(N3CCC(C(=O)N4CCCCCC4)CC3)C2=O)cc1 (configuration not stated)	0.1	-5
23	Cc1nc(N2CCCCC2)c2c(C)c(C(=O)Nc3cc(F)ccc3C)sc2n1	0.3	16
24	O=C(CCc1n[nH]c(=O)[nH]c1=O)NCc1ccccc1	-0.8	6
25	Oc1cc(O)c2c(c1)O[C@H](c1cc(O)c(O)c(O)c1)[C@H](O)C2	0.0	87*
26	O=C(CCn1nc(-c2ccc(Cl)cc2)ccc1=O)NCC1CCCO1 (configuration not stated)	1.8	-5
27	COc1ccccc1/C=N/NC(=O)CC(=O)N/N=C/c1ccccc1OC	0.5	2
28	Cc1ccc(NC(=O)/C(=C\c2ccco2)NC(=O)c2cccc(Br)c2)cc1	-0.4	16
29	Ic1ccc(-n2cnc3nc4c(c(-c5ccccc5)c32)CCCC4)cc1	0.8	2
30	O=C1OC(c2cccc(Cl)c2)=N/C1=C\C=C\c1ccccc1	0.8	-4

no.	TEAD-YAP inh	FBW7 activator
21	-1	-0.2
22	0	0.1
23	13	0.3
24	-3	0.1
25	-6	0.0
26	-1	0.1
27	-7	-0.1
28	-6	0.0
29	1	0.1
30	-2	0.1

no.	canonical_smiles	GPR151 ag	MITF primary
31	CC(=O)c1ccc(N=Cc2nc(-c3ccc(Br)cc3)oc2O)cc1	0.3	-15
32	CC(C)CC(=O)Nc1ccc2c3c(cccc13)C(=O)NC2=O	0.7	4
33	c1ccc(CCNc2ncc(-c3cccs3)cn2)cc1	-1.1	-7
34	Cc1ccc(C(=O)NCS(=O)(=O)C2CCCCC2)cc1	-0.4	-3
35	Cc1cc(C)cc(NC(=O)c2cc3c(=O)n4cccc(C)c4nc3s2)c1	0.8	3
36	CC(C)c1nc2ccccc2c2nn(CC(=O)N3CCCCCC3)c(=O)n12	-0.1	1
37	CCN(CC)c1ccc(C2NC(=O)NC(C)=C2C(=O)OC2CCCCC2)cc1 (configuration not stated)	1.5	1
38	CC1CCN(C(=O)CSc2nc3ccccc3c(=O)[nH]2)CC1	-0.8	-6
39	COc1ccc(S(=O)(=O)N2CCN(CC(=O)Nc3ccc(OC)cc3OC)CC2)cc1	-0.7	-18
40	COc1ccc2nc(NC(=O)C3CC4CCCN4C34C(=O)Nc3ccccc34)sc2c1 (configuration not stated)	-1.2	13

no.	TEAD-YAP inh	FBW7 activator
31	-5	-0.1
32	-4	-0.1
33	-47	0.0
34	8	-0.2
35	-8	-0.1
36	20	0.2
37	1	-0.1
38	-14	0.0
39	15	0.1
40	7	-0.1

no.	canonical_smiles	GPR151 ag	MITF primary
41	O=C(Nc1nnc(-c2ccccc2)o1)c1nc2ccccc2s1	0.2	-15
42	COc1ccc(CCNC(=O)c2ccnc(NCc3cccnc3)c2)cc1	-1.3	5
43	COc1cc(CN2CCN(Cc3c(C)nc4sccn34)CC2CCO)cc(OC)c1 (configuration not stated)	4.0	-2
44	Cc1cccc(C)c1-n1c(=O)c(C#N)cc2c(=O)n3ccccc3nc21	-1.3	8
45	CCc1ccc(C2(C)CC(C)(C)N(C(=O)c3sc4cc([N+](=O)[O-])ccc4c3Cl)c3ccccc32)cc1 (configuration not stated)	-2.5	9
46	O=C(NCc1ccc2c(c1)OCO2)c1ccc(Br)o1	-1.6	-2
47	Cc1ccc(C(=O)c2ccc(N3CCN(C)CC3)c(F)c2)cc1C	-1.8	3
48	O=C(CN1CCOCC1)Nc1ccccc1[N+](=O)[O-]	-0.2	5
49	CN(CCc1ccccc1)C(=O)c1nc2sccn2c1CNC(C1CC1)C1CC1	-0.8	9
50	CC(=O)NCCC(=O)Nc1ccc(S(=O)(=O)N(C)C)cc1	-1.7	-1

no.	TEAD-YAP inh	FBW7 activator
41	3	-0.1
42	5	0.0
43	-7	-0.1
44	0	0.2
45	-1	0.1
46	-3	-0.1
47	-8	-0.1
48	9	0.3
49	-11	-0.1
50	-5	-0.1

no.	canonical_smiles	GPR151 ag	MITF primary
51	CCOc1ccc(/C=C2\N=C(c3cccs3)OC2=O)cc1OCC	0.2	33
52	COc1ccc(C2Nn3c(nnc3-c3ccccc3)SC2C(=O)NCc2ccco2)cc1 (configuration not stated)	-0.7	1
53	CCCCNC(=O)c1ccc(C(=O)NCCCC)cc1	-1.1	1
54	N/C(=N\OC(=O)c1ccccc1)c1ccccc1Cl	-1.1	-1
55	N/C(=N\OC(=O)c1ccc(=O)n(Cc2ccc(Cl)cc2)c1)c1ccccn1	4.1	-15
56	COC(=O)C1=CN(Cc2ccc(Cl)cc2)C=C(C(=O)OC)C1c1cccc(Br)c1	0.8	-2
57	O=C(COc1ccccc1)N1CCN(C(=O)c2cccc(Cl)c2)CC1	-1.4	8
58	CC(C)c1ccc(/C=C2/NC(=S)NC2=O)cc1	0.0	-6
59	COc1ccc(C2=NN(c3nc(-c4ccc(C)cc4)c4ccccc4n3)C(c3cccc(Br)c3)C2)cc1 (configuration not stated)	0.4	15
60	O=[N+]([O-])c1cccc(-c2ccc(/C=N/Nc3ccccn3)o2)c1	-1.3	15

no.	TEAD-YAP inh	FBW7 activator
51	9	0.0
52	-3	0.2
53	-1	0.9
54	-54	0.0
55	2	0.0
56	-12	0.1
57	6	0.1
58	-5	-0.1
59	7	0.9
60	-17	-0.1

no.	canonical_smiles	GPR151 ag	MITF primary
61	CCN(CC)C(=O)CSc1ncccc1-c1nc2ccccc2[nH]1	0.6	1
62	COc1cc(NC(=O)Cc2ccc(C)cc2)c(OC)cc1Cl	-1.0	-10
63	COCCCN1C(=S)NC2c3ccccc3OC1(C)C2C(=O)Nc1ccc(C)cc1C (configuration not stated)	0.1	3
64	CC(=O)c1ccc(N2CCN(C(C)C(=O)N3CC(C)CC(C)C3)CC2)cc1 (configuration not stated)	0.9	-2
65	O=C1C2C3CCCC3=C3CCCC3C2C(=O)N1c1ccc(F)cc1 (configuration not stated)	-1.3	14
66	CC(=O)c1ccc(-c2cc(F)cc3c2OC(CNC(=O)C(C)N2CCOCC2)C3)s1 (configuration not stated)	2.0	2
67	COc1ccc2oc(=O)c(-c3nc(-c4cccc([N+](=O)[O-])c4)n[nH]3)cc2c1	-0.9	2
68	Oc1ccccc1/C=N/Nc1nnnn1-c1cccc2ccccc12	1.9	7
69	FC(F)(F)c1cccc(N2CCN(Cc3nnc(-c4ccc5c(c4)OCO5)o3)CC2)c1	1.4	-11
70	CCOc1cc(C2C(C#N)=C(N)OC3=C2C(=O)CCC3)ccc1OCc1ccccc1C#N (configuration not stated)	-1.2	-8

no.	TEAD-YAP inh	FBW7 activator
61	1	0.1
62	-3	-0.1
63	11	-0.1
64	-10	-0.1
65	-2	-0.1
66	16	-0.1
67	7	-0.1
68	3	0.3
69	-1	0.1
70	-2	0.0

no.	canonical_smiles	GPR151 ag	MITF primary
71	O=C(NC1CCC(NC(=O)c2ccncc2)CC1)c1ccncc1 (configuration not stated)	-0.9	10
72	COc1ccc(C(=O)/C=C/c2ccccc2)cc1	1.3	-19
73	Cc1cc(Br)ccc1OCCOCCn1cnc2ccccc2c1=O	-0.2	13
74	O=C(NC(=S)N1CCN(c2ccc([N+](=O)[O-])c(NCc3ccco3)c2)CC1)c1cccs1	-1.2	-2
75	CCOC(=O)C(NS(=O)(=O)c1ccccc1)(C(F)(F)F)P(C)(=O)OC(C)C (configuration not stated)	1.0	-5
76	COc1cccc(CN2CCNC(=O)C2CC(=O)N(Cc2ccccc2)CC2CCC2)c1 (configuration not stated)	-1.1	4
77	O=C(/C=C/c1cccc(Cl)c1)NCc1ccncc1	2.6	8
78	CCN(CC)C(=O)C1CCCN(c2nc(Nc3cc(OC)c(OC)c(OC)c3)c3ncn(C4CCCCC4)c3n2)C1 (configuration not stated)	12*	17
79	COc1ccc(C(=O)Cn2nnc(-c3ccccc3N)n2)cc1	-1.2	8
80	CCOC(=O)c1c(C)nc2c3ccccc3ccn12	-4.2	-11

no.	TEAD-YAP inh	FBW7 activator
71	4	0.2
72	-30	0.0
73	2	0.1
74	6	0.2
75	0	-0.1
76	5	0.1
77	9	-0.1
78	-13	-0.4
79	-1	0.1
80	-24	-0.1

no.	canonical_smiles	GPR151 ag	MITF primary
81	CCOC(=O)C1=C(C)N=c2s/c(=C\c3cccc(OCc4ccc([N+](=O)[O-])cc4)c3)c(=O)n2C1c1ccc(N(C)C)cc1 (configuration not stated)	0.1	-15
82	CC(C)(C)Nc1nc(Cl)nc(NC(C)(C)CO)n1	0.0	-5
83	COc1ccccc1CCNC(=O)Cc1cc(-c2ccccc2F)on1	0.4	-8
84	CCc1c(C)sc2nc(C(C)C)n3c(=O)n(CC(=O)NC4CC4)nc3c12	-0.6	18
85	COc1ccc(OCC(=O)N(C)CCC#N)c([N+](=O)[O-])c1	-0.3	13
86	CCS(=O)(=O)Nc1ccc(OC)cc1	-0.6	-4
87	CC(C)(C)c1ccc(C(=O)Nc2nnc(-c3cccs3)s2)cc1	0.4	2
88	COc1ccc(NC(=S)Nc2cccc(C(C)=O)c2)c([N+](=O)[O-])c1	3.3	-15

no.	TEAD-YAP inh	FBW7 activator
81	-1	0.0
82	-8	0.0
83	-7	-0.1
84	-11	0.8
85	-2	0.2
86	2	0.0
87	-38	0.0
88	-10	-0.3

# Ordered by molar mass (smallest number first): five of the compounds above
no.	canonical_smiles	GPR151 ag	MITF primary
86	CCS(=O)(=O)Nc1ccc(OC)cc1	-0.6	-4
85	COc1ccc(OCC(=O)N(C)CCC#N)c([N+](=O)[O-])c1	-0.3	13
88	COc1ccc(NC(=S)Nc2cccc(C(C)=O)c2)c([N+](=O)[O-])c1	3.3	-15
84	CCc1c(C)sc2nc(C(C)C)n3c(=O)n(CC(=O)NC4CC4)nc3c12	-0.6	18
81	CCOC(=O)C1=C(C)N=c2s/c(=C\c3cccc(OCc4ccc([N+](=O)[O-])cc4)c3)c(=O)n2C1c1ccc(N(C)C)cc1 (configuration not stated)	0.1	-15

no.	TEAD-YAP inh	FBW7 activator
86	2	0.0
85	-2	0.2
88	-10	-0.3
84	-11	0.8
81	-1	0.0
